Source: PubChem (several laboratories)
GPR35 arrestin U2OS – inhibition of zaprinast-stimulated GPR35 beta-arrestin translocation – imaging, U2OS, beta-arrestin-GFP, zaprinast agonist, primary screen (AID 2058); U2OS GPR35 beta-arrestin-GFP translocation imaging, zaprinast antagonism; higher % means a stronger effect; inhibition, % at 10 µM; hits with a dose series show IC50 in µM; 0.052% of 290,000 active;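 active = inhibition of at least 50% with at least 30 cells and total cytoplasm GFP at most 10,000,000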
Myeloid diff MLP – myeloid differentiation induction | 1% of 360,000 active | ER-HoxA9 myeloid progenitors, lysozyme-GFP differentiation, flow cytometry | calls only at 10 µM;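 active = normalized GFP-positive differentiation at or above the plate's own cutoff, the solvent-only control mean plus 3 SD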;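 also: cells exposed to compound for four days before flow analysis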
Rac1 GTP hydrolysis – MgcRacGAP GTPase-activating activity inhibitors, confirmation, biochemical, ADP Hunter fluorescence; MgcRacGAP-stimulated Rac1 GTP hydrolysis, ADP Hunter fluorescence; higher % means a stronger effect; GST-tagged Rac1 F28L mutant substrate; AID 624330; inhibition, % at 30 µM; hits with a dose series show IC50 in µM; 0.6% of 340,000 active;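 active = first-screen hits whose inhibition reached a set limit at any dose in the follow-up dose series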;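 also: fluorescence reports GDP produced by GAP-driven GTP hydrolysis; strong numbers were not always called active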
NTR1 agonist – NTR1-driven beta-arrestin-GFP spot formation – imaging, U2OS cells, high content, primary screen (AID 493036). 0.17% of 330,000 active. activation, % at 20 µM. agonist mode. P30989;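 active = activation at or above 40% of the spot to cytoplasm intensity ratio, with at least 20 cells analyzed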;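 also: 0% = DMSO without peptide and 100% = 100 nM NTR1 peptide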
Target sequence (P30989 whole entry, looked up): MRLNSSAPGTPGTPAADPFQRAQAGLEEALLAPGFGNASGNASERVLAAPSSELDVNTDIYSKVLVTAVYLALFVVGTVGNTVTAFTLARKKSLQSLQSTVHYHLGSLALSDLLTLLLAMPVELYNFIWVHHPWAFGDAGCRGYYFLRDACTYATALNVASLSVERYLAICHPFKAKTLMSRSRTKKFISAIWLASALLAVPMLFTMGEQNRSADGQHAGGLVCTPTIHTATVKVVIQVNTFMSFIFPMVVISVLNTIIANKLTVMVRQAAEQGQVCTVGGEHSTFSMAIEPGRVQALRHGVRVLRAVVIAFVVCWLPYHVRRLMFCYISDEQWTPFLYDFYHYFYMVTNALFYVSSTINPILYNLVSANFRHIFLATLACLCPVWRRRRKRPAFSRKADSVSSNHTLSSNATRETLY
HIV fusion peptide – cell-free HIV fusion peptide-binding blockers – biochemical, uHTS, fluorescence dequenching, primary screen (AID 1986). 0.3% of 290,000 active. one-dose inhibition, % at 20 µM; IC50 in µM for titrated hits. cell-free peptide binding, fluorescence dequenching, 30 min; higher % means a stronger effect; in the data active = inhibition mostly above about 52%, no sharp cut-off; inactive = mostly below about 76%; also: some results filed as inactive read as strong as hits
Siah-1 displacement – Siah-1 peptide-binding antagonists, primary screen, biochemical, fluorescence polarization, rhodamine-plectin, uHTS (AID 1817) | 0.02% of 290,000 active | displacement, % at 20 µM; hits with a dose series show IC50 in µM | Siah-1 / rhodamine-plectin peptide fluorescence polarization; higher % means a stronger effect;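 active = displacement of at least 50% at 20 µM, with a fluorescence ratio check between 0.3 and a set limit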;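 also: plate controls were Siah plus tracer with DMSO for no effect and tracer alone without Siah for full effect; strong numbers were not always called active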
GPR55 LPI antagonism – inhibition of LPI-stimulated GPR55 beta-arrestin translocation – imaging, U2OS, beta-arrestin-GFP, LPI agonist, primary screen (AID 2013); U2OS GPR55 beta-arrestin-GFP translocation imaging, LPI antagonism; higher % means a stronger effect; inhibition, % at 10 µM, or IC50 in µM where a hit was titrated; 0.13% of 290,000 active;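 active = spots per cell inhibited over 60%, with over 100 cells counted and total cytoplasm intensity under 500,000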;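 also: U2OS cells stably carrying GPR55 and arrestin-GFP stimulated by 5 µM LPI near EC80; imaged beta-arrestin-GFP aggregate spots per cell after agonist stimulation; plate controls were LPI-stimulated DMSO wells for no effect and DMSO wells without LPI for full effect; some results filed as inactive read as strong as hits; confirmed hits need IC50 under 10 µM and bright autofluorescent wells are also inconclusive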
PhoP inhibition – PhoP-dependent GFP reporter repression – Salmonella Typhimurium, primary screen (AID 1863) | S. Typhimurium PhoP-regulated promoter GFP reporter, 4 h; higher % means a stronger effect | 0.16% of 300,000 active | inhibition, % at 50 µM, or IC50 in µM where a hit was titrated;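 active = inhibition over 29.93%, a cutoff 3 SD above the screen mean, later confirmed by dose response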;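 also: 0% = low Mg2+ inducing control and 100% = high Mg2+ repressing control; strong numbers were not always called active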
LYP inhibition – PTPN22 lymphoid phosphatase activity blockers – biochemical, fluorescence intensity, uHTS (AID 1779); recombinant LYP phosphatase, fluorescence intensity; higher % means a stronger effect; one-dose inhibition, % at 11.5 µM; IC50 in µM for titrated hits; 0.054% of 290,000 active; in the data active = inhibition above about 50%;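 also: plate controls were vehicle with enzyme for no effect and no enzyme for full effect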
NTR1 agonist cell count 20 µM – further read-out of NTR1 agonist, marked with its call; cell count; measured here: cell count, cytotoxicity flag
Myeloid diff MLP GFP+ MAC1+ % – second read-out of Myeloid diff MLP, no call of its own (marks repeat the call); GFP+ MAC1+ double positive, %; measured here: differentiation confirmed by MAC1 staining
* = called active by the depositor; i = inactive; x = no result given; + = active, no number.

SMILES	GPR35 arrestin U2OS	Myeloid diff MLP	Myeloid diff MLP GFP+ MAC1+ %	Rac1 GTP hydrolysis	NTR1 agonist	NTR1 agonist cell count 20 µM	HIV fusion peptide	Siah-1 displacement	GPR55 LPI antagonism	PhoP inhibition	LYP inhibition
O=C(Nc1ccc(S(=O)(=O)N2CCOCC2)cc1)C1CC(=O)N(c2ccc(F)cc2)C1 (configuration not stated)	-3.9%	i	0.5	6.1%	0.3	57	-1.5%	-6.4%	1.4%	6.9%	-5.0%
COc1ccc(OC)c(-c2cc(C(=O)Nc3c(C)nn(Cc4ccccc4Cl)c3C)no2)c1	4.8%	i	7.5	7.8%	-0.5	49	-1.8%	-0.6%	7.0%	8.3%	6.5%
CCC(CC)C(=O)NCCCN1CCOCC1	14.8%	i	1.0	-0.8%	-0.4	55	-1.4%	6.8%	7.3%	-8.5%	-8.7%
COc1ccccc1C(=O)N/N=C(\C)c1ccc(NC(=O)C2CC2)cc1	3.9%	i	0.9	-0.3%	2.4	71	-0.1%	7.1%	11.6%	2.7%	-2.2%
CC(C)[C@H](NC(=O)NC1CCN(Cc2ccccc2)CC1)C(=O)O	-0.8%	i	0.5	5.5%	-0.9	56	-0.8%	6.2%	-6.8%	-8.4%	-5.7%
COc1ccccc1C(=O)Oc1ccc(C(C)(C)C)cc1	3.8%	i	1.8	-8.6%	5.0	51	9.3%	-0.2%	18.4%	-0.7%	3.3%
Nc1n[nH]c(=S)n1/N=C1/C(=O)Nc2ccccc21	-6.8%	i	0.7	57.4µM*	x	x	6.1%	-3.4%	-8.8%	2.2%	-2.0%
COc1ccc(-c2nc3ccccc3n2Cc2ccccc2)cc1	-3.4%	i	0.9	7.1%	1.2	46	-1.5%	-5.1%	6.2%	-0.1%	-6.1%
CCN(CC)C(=O)c1ccc2c(c1[N+](=O)[O-])C(=O)c1ccccc1C2=O	-19.3%	x	x	x	-0.1	63	-2.3%	34.3%	1.8%	-9.6%	-11.3%
CCCCCCC(=O)NCC(=O)OCC(=O)c1ccccc1	7.4%	i	0.8	6.7%	-0.7	40	-2.3%	1.1%	6.5%	-9.0%	-8.7%
Cc1cc(NC(=O)CSc2nnc(C3COc4ccccc4O3)n2C)no1 (configuration not stated)	1.6%	i	0.8	-6.0%	1.6	68	-0.4%	-7.4%	-5.2%	5.0%	-4.6%
O=C(N/N=C/c1ccco1)c1cc(-c2cccs2)[nH]n1	-3.9%	i	0.6	2.8%	-1.8	87	25.3%	-2.6%	5.1%	21.3%	-2.0%
Cc1ccccc1NC(=O)CSc1nnc(-c2ccoc2C)n1CCc1ccccc1	19.9%	i	0.4	4.5%	1.5	62	19.3%	-5.4%	11.4%	-5.2%	4.2%
Cc1cc(C)n2nc(C(=O)OCC(=O)Nc3ccc4c(c3)OC(F)(F)O4)nc2n1	9.9%	i	0.6	2.6%	-0.6	60	-0.2%	4.5%	-21.4%	19.9%	-6.7%
O=C(Nc1nc(-c2cccc([N+](=O)[O-])c2)cs1)c1cccc([N+](=O)[O-])c1C(=O)O	9.9%	i	0.7	7.8%	1.9	72	5.8%	2.3%	-3.7%	-1.6%	-0.6%
CC(=O)c1cn(CC(=O)Nc2ccc(C)cc2)c2ccccc12	-5.5%	i	0.8	1.9%	1.0	52	-1.3%	2.5%	17.1%	-11.9%	-5.9%
Cc1ccccc1S(=O)(=O)Cc1ccc(C(=O)NCc2ccccc2)o1	7.2%	i	0.3	1.9%	-0.4	63	1.8%	-2.4%	-5.7%	-9.9%	-12.7%
COc1ccc(/C=N/NC(=O)CNC(=O)c2cccs2)cc1	-0.2%	i	0.2	2.5%	-0.5	57	0.0%	4.7%	4.1%	6.5%	-4.1%
Cc1cc(C(=O)Nc2ccccc2C)c2ccccc2n1	1.5%	i	0.4	9.8%	-0.6	64	-0.7%	3.6%	-0.4%	-3.8%	-9.5%
Cc1onc(-c2ccccc2Cl)c1C(=O)N1CCCC1	3.7%	i	0.3	-6.0%	-0.1	38	-1.0%	-6.2%	7.4%	8.7%	-11.6%
Cc1cccc(C)c1NC1=NC(=S)N(c2ccccc2)C12CCOC(C)(C)C2 (configuration not stated)	-12.1%	i	0.8	15.8%	0.6	43	0.9%	1.8%	0.3%	-0.1%	-6.3%
Cc1ccc(Cl)c(OC(=O)c2ccc(N3CCOCC3)c([N+](=O)[O-])c2)c1	-16.2%	i	0.8	10.9%	3.1	75	-1.8%	5.8%	4.7%	-3.2%	-2.9%
COc1ccc(NC(=O)C(=O)NNC(=O)c2cccs2)c(OC)c1	-0.4%	i	0.4	3.2%	-2.5	50	-2.3%	0.9%	12.4%	-13.8%	1.5%
CCCCCn1c(=N)c(S(=O)(=O)c2ccc(Cl)cc2)cc2c(=O)n3cccc(C)c3nc21	-7.1%	i	0.7	3.6%	5.0	55	3.1%	2.0%	11.2%	6.2%	-16.7%
Cc1ccc(OCCn2cc(Br)c(=O)[nH]c2=O)cc1	5.2%	i	1.0	5.9%	-2.0	82	-1.2%	-1.7%	1.0%	0.1%	-8.8%

Continued:
SMILES	GPR35 arrestin U2OS	Myeloid diff MLP	Myeloid diff MLP GFP+ MAC1+ %	Rac1 GTP hydrolysis	NTR1 agonist	NTR1 agonist cell count 20 µM	HIV fusion peptide	Siah-1 displacement	GPR55 LPI antagonism	PhoP inhibition	LYP inhibition
CCOC(=O)c1c(-c2ccccc2)csc1NC(=O)CSc1nnc(C)s1	-6.1%	i	0.8	5.3%	7.3	67	0.3%	6.0%	-2.9%	6.6%	1.4%
Cc1ccc2c(c1)CC(C)N2S(=O)(=O)c1nnc(NC(=O)CC(C)C)s1 (configuration not stated)	-17.9%	i	0.2	13.0%	0.7	67	-2.2%	-4.0%	-7.6%	6.1%	-7.2%
CC(NC(=O)c1ccccc1SCC(=O)N1CCCC1)c1ccccc1 (configuration not stated)	x	i	0.8	8.0%	0.3	53	x	x	x	2.4%	x
Cc1cc(C)cc(C(=O)NN2CCN(C)CC2)c1	9.8%	i	0.3	1.7%	1.9	46	-0.1%	-1.7%	5.3%	5.0%	3.7%
CN(C(=O)CSc1nnc(NCc2ccccc2)s1)C1CCS(=O)(=O)C1 (configuration not stated)	-5.7%	i	0.0	0.1%	0.4	69	0.4%	-1.7%	7.3%	5.0%	-6.5%
CCc1ccc(-n2c(SCC(=O)Nc3cc(C)[nH]n3)nc3[nH]ncc3c2=O)cc1	6.0%	i	1.1	-1.2%	-1.0	35	0.5%	3.6%	1.8%	12.9%	-1.6%
O=C(Oc1ccc(O)cc1)C12CC3CC(CC(C3)C1)C2	1.2%	i	1.1	17.1%	10.8	55	-0.3%	3.8%	7.8%	-6.5%	4.3%
COc1cc(C(=O)C(=O)c2cc(OC)c(O)c(OC)c2)cc(OC)c1O	3.1%	i	0.5	7.1%	-1.3	82	-1.2%	-1.1%	2.9%	-1.6%	1.8%
CC(CCc1ccccc1)NC(=O)CSc1cccc[n+]1[O-] (configuration not stated)	-9.6%	i	0.4	9.2%	-1.1	55	2.5%	-1.5%	6.2%	3.2%	7.7%
O=C(COc1ccc(Br)cc1)Nc1ccc([N+](=O)[O-])cn1	-2.2%	i	0.6	15.0%	-1.8	39	-0.6%	0.6%	-18.8%	-6.4%	3.7%
CC(C)c1ccc(OCC(=O)Nc2cccc3c2CCCC3)cc1	1.6%	i	0.1	8.4%	-0.3	39	-5.8%	-3.1%	0.2%	6.7%	-6.4%
CCOC(=O)c1sc2nc(N3CCOCC3)c3c(c2c1N)CC(C(C)C)OC3 (configuration not stated)	5.8%	i	0.1	12.1%	-0.1	75	0.9%	2.5%	4.6%	-6.2%	-13.1%
Cc1cnn(CCC(=O)NNC(=S)Nc2ccc(F)cc2)c1	-2.0%	i	0.7	11.3%	-9.5	29	-3.7%	3.7%	x	4.7%	-7.9%
CCC(=O)N1CCc2cc(S(=O)(=O)NCCCOC)ccc21	-14.4%	i	1.0	1.6%	-0.8	79	-2.8%	-2.0%	-8.9%	-0.6%	-8.3%
COc1ccc(NS(=O)(=O)c2ccc(C)c(NC(=O)NC3CCCCC3)c2)cc1	0.2%	i	0.4	-4.3%	3.7	51	2.6%	-1.3%	5.6%	-3.4%	-2.7%
Cc1coc(NC(=O)CSc2nc(-c3ccc(Cl)cc3)cc(C(F)(F)F)c2C#N)n1	-8.3%	+	3.2*	5.5%	6.4	103	28.1%	4.6%	10.7%	2.1%	-2.4%
COC(=O)c1ccc(NC(=O)CSc2nnc(-c3ccncc3)n2N)cc1	12.0%	i	3.9	-12.5%	-0.4	90	-1.1%	-3.1%	-13.2%	1.2%	-3.1%
Cc1cc(-c2ccccc2)nc(-c2ccccc2)c1C	-8.5%	i	0.4	8.1%	1.5	39	3.2%	8.5%	3.2%	-7.7%	-5.1%
COc1ccc(CN(Cc2ccc(C(=O)O)cc2)C(=S)Nc2cc(C)cc(C)c2)cc1OC	-2.2%	i	0.6	1.1%	0.8	56	0.9%	-0.5%	16.6%	-1.4%	-2.1%
O=C(C1=C(O)C(=O)N(CCCn2ccnc2)C1c1ccc(F)cc1)c1ccco1 (configuration not stated)	7.7%	i	0.4	10.4%	-0.3	54	-0.7%	6.2%	9.8%	2.9%	-5.3%
COc1ccc(/C=C2\SC(=S)N(NS(=O)(=O)c3ccccc3)C2=O)c(OC)c1	-7.6%	i	1.3	7.0%	0.2	97	43.3%	9.8%	21.3%	12.0%	-0.1%
Cc1sc2ncnc(SCC(=O)Nc3nc(-c4ccc(F)c(F)c4)cs3)c2c1C	-16.2%	i	0.3	5.0%	0.0	84	-0.7%	-3.5%	-7.1%	-6.5%	-7.0%
O=C(c1ccccc1)c1c(O)nc(-c2ccccc2)n(-c2ccccc2)c1=O	13.3%	i	0.4	4.4%	0.7	53	1.1%	0.9%	12.4%	-15.1%	-3.4%
O=C(Cn1nc(CNc2ccc(Br)cc2)[n+]2c1CCCCC2)c1ccc([N+](=O)[O-])cc1	-2.0%	i	0.9	4.3%	0.7	37	-2.4%	-0.8%	12.0%	5.8%	-1.3%
Cc1c(CNC2CCCC(C)C2C)c(C(=O)O)c(C)n1Cc1ccccc1 (configuration not stated)	-0.5%	i	0.6	9.1%	2.7	55	-0.6%	6.7%	5.2%	-2.4%	-1.1%
COc1cc(C(=O)OCC(=O)N(C)c2ccccc2)cc(OC)c1OC	-1.8%	i	1.0	6.3%	0.4	51	-2.7%	2.2%	-1.9%	4.4%	-3.4%
